# NR1D1 modulator – modulators of Rev-erb alpha DNA binding, primary screen, biochemical, FITC-DNA, fluorescence polarization, uHTS; activity, % at 10 µM; 370,000 compounds, 0.79% hits; Rev-erbα–FITC-DNA binding, 90 min; AID 1259318, 2017; Nuclear receptor subfamily 1 group D member 1 (Homo sapiens), P20393;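 active = activity above about 14%, limit read from the data; passing the limit was not always enough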;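 note: 0% = DMSO wells with 35 nM protein and 100% = DMSO wells with 750 nM protein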
# Target sequence (P20393 whole entry, looked up): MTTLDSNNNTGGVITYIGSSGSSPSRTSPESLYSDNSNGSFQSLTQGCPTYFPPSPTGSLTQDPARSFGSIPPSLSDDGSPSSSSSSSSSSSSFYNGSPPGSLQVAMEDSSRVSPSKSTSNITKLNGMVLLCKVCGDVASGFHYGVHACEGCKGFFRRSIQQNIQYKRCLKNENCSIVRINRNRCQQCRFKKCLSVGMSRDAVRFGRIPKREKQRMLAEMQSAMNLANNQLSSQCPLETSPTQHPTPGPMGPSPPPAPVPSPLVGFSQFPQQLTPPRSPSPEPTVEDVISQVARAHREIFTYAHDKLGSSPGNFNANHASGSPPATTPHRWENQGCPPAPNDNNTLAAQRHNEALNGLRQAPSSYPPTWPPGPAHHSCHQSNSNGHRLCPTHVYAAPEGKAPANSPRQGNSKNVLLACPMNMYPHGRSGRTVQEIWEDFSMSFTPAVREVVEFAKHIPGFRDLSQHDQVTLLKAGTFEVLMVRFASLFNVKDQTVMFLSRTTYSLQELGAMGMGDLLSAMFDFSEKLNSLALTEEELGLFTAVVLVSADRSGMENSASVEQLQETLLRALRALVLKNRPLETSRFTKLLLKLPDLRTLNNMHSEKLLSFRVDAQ
# HTRA1 inhibitor – HTRA1 serine protease inhibitors, primary screen, biochemical, fluorescence polarization, HTS. AID 504803, 2011. inhibition, % at 5.96 µM. recombinant HTRA1, FP-rhodamine activity-based probe. 340,000 compounds, 0.5% hits. Q92743; in the data active = inhibition above about 36%;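 note: 0% = enzyme with DMSO and 100% = wells lacking enzyme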
# UHRF1 MBD2 ctr – UHRF1 methylated DNA binding inhibitors, primary screen, counter-screen for MBD2 inhibitor project, biochemical, TR-FRET, human UHRF1, single concentration; E3 ubiquitin-protein ligase UHRF1 (Homo sapiens), Q96T88; 370,000 compounds, 0.75% hits; inhibition, % at 4.4 µM; UHRF1 binding to methylated oligo; in the data active = inhibition above about 21%;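 note: UHRF1 SRA domain binding a hemimethylated CpG hairpin DNA probe; 0% = median of test compound wells and 100% = reference inhibitor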
# ABHD4 inh – ABHD4 inhibitors, primary screen, biochemical, fluorescence polarization, mouse; (Lyso)-N-acylphosphatidylethanolamine lipase (Mus musculus), Q8VD66; purified mABHD4, FP-Rh probe fluorescence polarization; inhibition, % at 8.92 µM; 370,000 compounds, 0.54% hits; AID 720543, 2013;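 active = inhibition exceeding the mean over every tested compound plus 3 SD, cut at about 30% in these data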;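 note: 0% = plate median of compound wells and 100% = S159A mutant with DMSO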
#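 Material: mouse ABHD4 enzyme, wild type; Benchmarks: S159A mutant high control, sample median low control; Buffer or medium: HEPES pH 7.0, NaCl, Pluronic buffer; Signal: fluorescence polarization; Read-out: percent inhibition of probe binding, normalized to plate controls; Timing: pre-incubation 45 min, probe exposure 60 min, at 25 °C; Dosing: 8.92 µM, single dose.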
# rCAG RNA binder – binders of r(CAG) RNA repeats, primary screen, biochemical, fluorescence | r(CAG) RNA repeat, TO-PRO-1 dye displacement fluorescence | inhibition, % at 3 µM | 370,000 compounds, 1.3% hits | AID 651821, 2012;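 active = inhibition above the plate cutoff, the mean of all test compounds on that plate plus 3 SD, cut at about 35% in these data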;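 note: 0% = DMSO alone and 100% = 100 µM mitoxantrone as full dye displacement; higher means more dye released from RNA so lower well fluorescence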
# MBD2 DNA inh – inhibitors of MBD2 binding to methylated DNA, primary screen, biochemical, TR-FRET, DNA-binding domain, human. Methyl-CpG-binding domain protein 2 (Homo sapiens), Q9UBB5. MBD2 binding to methylated oligonucleotide. inhibition, % at 4.4 µM. 370,000 compounds, 0.31% hits; in the data active = inhibition above about 13%
# TCR CD3 inh – inhibitors of human TCR-CD3 interaction, primary screen, biochemical, fluorescence, TAMRA-labeled TCR probe. T-cell receptor (TCR). inhibition, % at 9.4 µM. 360,000 compounds, 0.37% hits. AID 651800, 2012; in the data active = inhibition above about 19%;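 note: recombinant mutant TCR 2C K166C tagged with TAMRA read by polarization; 0% = receptor in buffer alone and 100% = receptor with positive control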
# LEDGF integ inh – blockers of LEDGF/p75-dependent integrase strand transfer – biochemical, TR-FRET, high throughput, primary screen; HIV-1 integrase (with human LEDGF/p75); TR-FRET IN-LEDGF/p75 DNA integration, Eu/Cy5; inhibition, % at 3.7 µM; 370,000 compounds, 0.64% hits; AID 743269, 2014;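 active = inhibition above the screen-wide mean plus 3 SD, cut at about 13% in these data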;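 note: signal is the Cy5 over europium emission ratio at 671 and 618 nm; 0% = plate median of compound wells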
# PRMT1 FP inh – PRMT1 methyltransferase inhibitors, primary screen, biochemical, fluorescence polarization | Protein arginine N-methyltransferase 1 (Homo sapiens), Q99873 | recombinant PRMT1, activity-based probe fluorescence polarization | inhibition, % at 2.79 µM | 370,000 compounds, 1.3% hits | AID 652257, 2013;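 active = inhibition above about 21% made by adding two undisclosed values, limit read from the data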
# Target sequence (Q99873 whole entry, looked up): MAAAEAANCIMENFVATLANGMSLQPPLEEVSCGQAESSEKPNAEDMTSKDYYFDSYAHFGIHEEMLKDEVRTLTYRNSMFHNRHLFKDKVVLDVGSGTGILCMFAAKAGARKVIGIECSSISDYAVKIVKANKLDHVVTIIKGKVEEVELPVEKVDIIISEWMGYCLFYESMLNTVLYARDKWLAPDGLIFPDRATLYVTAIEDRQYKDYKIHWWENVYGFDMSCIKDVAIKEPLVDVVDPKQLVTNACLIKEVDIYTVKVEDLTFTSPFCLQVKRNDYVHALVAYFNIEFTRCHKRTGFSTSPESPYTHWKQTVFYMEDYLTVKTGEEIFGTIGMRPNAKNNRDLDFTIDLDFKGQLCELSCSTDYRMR
# PG9 binder – binders of HIV-1 gp120 antibody PG9, primary screen, biochemical, TR-FRET. HIV-1 gp120 / PG9 antibody interaction. TR-FRET gp120-PG9 antibody binding. inhibition, % at 6.7 µM. 360,000 compounds, 0.43% hits; in the data active = inhibition above about 8.5%
# The depositor's hits bear a star; . = no result given.
SMILES,NR1D1 modulator,HTRA1 inhibitor,UHRF1 MBD2 ctr,ABHD4 inh,rCAG RNA binder,MBD2 DNA inh,TCR CD3 inh,LEDGF integ inh,PRMT1 FP inh,PG9 binder
O=C(NC1CC1)c1ccc(CSCc2cccc(F)c2)o1,5,-1,-2,0,9,-2,-7,1,17,-1.4
COc1ccc(S(=O)(=O)Nc2ccccc2C(=O)Nc2nc(-c3ccc(F)cc3)cs2)cc1OC,-1,-32,-1,-22,87*,2,-2,2,3,0.2
C/C(=N\NC(=O)c1ccc(C)cc1)c1c(C)[nH]n(-c2ccccc2)c1=O,2,9,-5,12,15,2,14,-3,3,-0.7
CN(Cc1nc(-c2cnccn2)no1)CC(O)c1ccccc1 (stereo unspecified),4,2,0,3,-3,2,-4,-1,3,1.1
Nc1cccc(Oc2ccc3c(c2)C(=O)N(CCO)C3=O)c1,1,-4,-3,1,-1,6,7,0,-1,-0.7
O=C(c1ccc(Cl)c(S(=O)(=O)N2CCCC2)c1)N1CCN(c2ccc(F)cc2)CC1,2,-1,12,7,-3,3,-2,1,5,0.9
Cc1sc2ncnc(N3CCN(Cc4ccccc4)CC3)c2c1-c1ccc(F)cc1,5,0,0,-7,-2,-3,-3,-2,4,0.1
COc1cccc(C(=O)NN2C(=O)C3C4C=CC(O4)C3C2=O)c1 (stereo unspecified),4,0,-3,4,0,0,10,2,23*,0.5
Cc1cccc(CNC(=O)C2CCC(=O)N(C3CC3)C2)c1 (stereo unspecified),5,0,-2,2,-3,3,13,-2,-2,-1.1
Cc1ccc(CC(NC(=O)c2ccc(C)cc2)C(=O)O)cc1 (stereo unspecified),-6,8,0,-8,4,0,0,-1,1,0.9
COc1ccc(N2C[C@H](Cc3ccccc3)[C@@H](CC(=O)Nc3ccccc3)C2=O)cc1,3,-24,4,-11,6,5,5,-4,3,-2.6
CC(=O)c1c(C(C)=O)c(C)n(-c2cccc([N+](=O)[O-])c2)c1C,0,1,-2,11,-2,0,2,1,-2,-2.2
COc1cc(C#CC#CCN2CCCCC2)ccc1O,0,5,-3,5,-4,1,-4,0,-2,-0.1
Cc1ccc(C(C(=O)NC2CCCC2)N(Cc2ccc3c(c2)OCO3)C(=O)Cc2cccs2)cc1 (stereo unspecified),0,-10,5,0,3,3,-4,4,2,0.8
O=C1CC[C@@H](O)CCN1CC[C@H](Sc1ccccc1)c1ccccc1,0,-7,4,-2,-8,2,1,1,-1,-2.2
CCNC(=O)CN1C(=O)NC(Cc2ccccc2)(Cc2ccccc2)C1=O,1,-1,0,-1,-4,3,4,0,-6,-1.3
CCOC(=O)COc1ccc2c(=O)c(-c3ccc(OC)c(OC)c3)c(C(=O)OCC)oc2c1,-4,3,0,2,2,1,11,4,-3,-1.6
COc1ccccc1CCNC(=O)C(=O)NCC1OCCN1S(=O)(=O)c1ccc(C)cc1 (stereo unspecified),-13,-7,-2,-9,1,-1,4,-3,0,-0.6
O=C(c1ccccc1OCc1ccccc1)N(Cc1ccccn1)CC1CCCO1 (stereo unspecified),-4,.,-2,-5,4,0,.,-2,0,.
COc1ccc(Br)cc1CNC(=O)Cc1cccs1,2,6,2,0,-3,-1,-6,4,3,1.7
O=[N+]([O-])c1cccc(CSc2cccc[n+]2[O-])c1,1,2,5,-2,-7,3,-7,-7,3,-0.6
O=C(OCC(=O)c1c[nH]c2ccccc12)c1cccc(S(=O)(=O)N2CCCCCC2)c1,-3,-52,-1,-75,14,-3,2,0,-2,-0.3
Cc1ccc(C)c(N2CCN(c3ncnc4c3cnn4-c3ccccc3)CC2)c1,-2,6,4,-10,0,6,-13,0,5,-0.7
Cc1ccc(N2CCN(C(=O)C(=O)c3cccc(Br)c3)CC2)cc1,3,.,0,2,2,5,-5,-2,1,-0.4
Cc1ccnc(SC2CC(=O)N(c3ccc(Cl)cc3)C2=O)n1 (stereo unspecified),6,1,1,-4,-3,-1,-9,-6,15,-1.6
CC(=O)OC(C(=O)NC1CCCCC1)c1ccccc1 (stereo unspecified),1,-5,3,-5,-4,3,-7,3,1,0.1
Cc1ccc(P(=O)(c2ccc(C)cc2)[C@@H](NC(c2ccccc2)c2ccccc2)c2ccccc2)cc1,7,.,0,-5,8,-3,-1,1,-2,-0.7
O=C(/C=C/c1cccc(C(F)(F)F)c1)NNC(=O)c1ccncc1,7,3,-7,2,2,0,6,-3,2,2.9
O=C(c1ccc2c(=O)n(C3CCCC3)c(=S)[nH]c2c1)N1CCN(C2CCCCC2)CC1,-3,-4,4,7,3,0,1,-1,-1,-0.2
COc1ccc(NC(=O)C(NC(=O)c2ccccc2)C(C)C)cc1 (stereo unspecified),-2,6,-1,10,-3,3,3,-2,1,0.3
OC1CCN(c2cc(-c3ccccc3)nc3cc(-c4ccc(F)cc4)nn23)CC1,1,-16,6,-14,3,0,-1,1,5,-0.8
Cc1ccc(C(C)C)c(OCCCCCN2CCOCC2)c1,-8,-2,0,14,-11,3,-2,3,-3,-1.7
NC1=NC[C@@H](Cc2ccc(O)cc2)N1CCc1cccc(F)c1,-7,-4,-2,4,8,-4,0,2,0,-0.3
CC(C)(Oc1ccc(Cl)cc1)C(=O)NC1=NN(c2ccccc2)C(=O)C1,-4,10,-6,4,74*,1,0,0,-1,-2.5
O=C(O)COc1ccc(NC(=O)c2ccc(NC(=O)c3ccco3)cc2)cc1,0,1,0,3,-1,-7,4,7,-3,-2.8
Cc1cc(C)n2nc(SCCOc3ccc(F)cc3)nc2n1,-2,-1,-2,0,-4,3,-6,1,-3,-0.1
Cn1nnc2cc(C(=O)N3CCN(c4ccccn4)CC3)ccc21,-4,4,-1,4,0,-1,-4,-1,5,-0.4
O=C(N/C(=C/c1cccs1)C(=O)N1CCCCCC1)c1ccccc1,3,1,-1,7,-4,5,-3,5,-1,5.1
O=c1/c(=C/c2ccc(O)c([N+](=O)[O-])c2)sc2nc3ccccc3n12,3,.,-2,5,3,-4,2,2,1,-1.9
COC(=O)C(CO)Nc1ncnc2onc(-c3ccc(F)cc3)c12 (stereo unspecified),10,7,-1,-3,3,-3,-2,-1,0,0.3
CCOc1ccc(N2CC(C(=O)N3CCN(c4ccccn4)CC3)CC2=O)cc1 (stereo unspecified),1,1,-2,2,-6,-2,2,0,-2,-1.0
NC(=O)C1CCN(c2oc(-c3cccs3)nc2S(=O)(=O)c2ccc(Br)cc2)CC1,-3,9,-3,2,0,-4,5,2,-6,-1.5
COc1ccc(OC)c(/C=C/C(=O)c2ccc3c(c2)OCO3)c1,-7,-9,-1,-5,2,4,7,0,0,2.3
Cc1cc(Br)cc(Cl)c1OCC(=O)NC(=O)NCc1ccccc1,0,0,2,-1,-3,-5,2,2,-1,-2.4
CC1CCCN(C(=O)CCc2nnc(-c3ccc4c(c3)OCO4)o2)C1 (stereo unspecified),3,1,-1,0,-3,2,-3,2,-1,-0.7
O=C(NC1CCCC1)C(c1ccccn1)N(Cc1ccccc1F)C(=O)c1csnn1 (stereo unspecified),4,0,3,0,-2,-2,1,1,1,-1.8
CCOC(=O)C(Cc1ccc(NC(=O)/C(=C/c2ccccc2)NC(=O)c2ccccc2)cc1)N1C(=O)c2ccccc2C1=O (stereo unspecified),0,-14,8,3,15,3,0,-2,2,0.1
COc1ccc(-c2[nH]c(-c3cc(OC)c4c(c3)OCO4)nc2-c2ccccc2)cc1,-3,8,3,15,12,3,6,-3,2,-0.9
Clc1ccc(Cn2ncc3c(NCc4ccco4)ncnc32)c(Cl)c1,11,.,-1,-29,-5,-3,4,1,-1,0.2
CN(C(=O)CCl)C1CCCc2ccccc21 (stereo unspecified),-2,-9,4,1,-2,0,3,4,1,-0.6
CCC(c1nnnn1CC1CCCO1)N(CCCO)Cc1cc2cccc(C)c2[nH]c1=O (stereo unspecified),4,0,-8,1,-2,-1,2,2,2,-0.2
CCOC(=O)N1CCN(S(=O)(=O)c2cccc3cccnc23)CC1,2,0,-2,-4,-1,-5,12,1,1,-0.2

# Of the compounds above, these contain an aryl methoxy group:
SMILES,NR1D1 modulator,HTRA1 inhibitor,UHRF1 MBD2 ctr,ABHD4 inh,rCAG RNA binder,MBD2 DNA inh,TCR CD3 inh,LEDGF integ inh,PRMT1 FP inh,PG9 binder
COc1ccc(S(=O)(=O)Nc2ccccc2C(=O)Nc2nc(-c3ccc(F)cc3)cs2)cc1OC,-1,-32,-1,-22,87*,2,-2,2,3,0.2
COc1cccc(C(=O)NN2C(=O)C3C4C=CC(O4)C3C2=O)c1 (stereo unspecified),4,0,-3,4,0,0,10,2,23*,0.5
COc1ccc(N2C[C@H](Cc3ccccc3)[C@@H](CC(=O)Nc3ccccc3)C2=O)cc1,3,-24,4,-11,6,5,5,-4,3,-2.6
COc1cc(C#CC#CCN2CCCCC2)ccc1O,0,5,-3,5,-4,1,-4,0,-2,-0.1
CCOC(=O)COc1ccc2c(=O)c(-c3ccc(OC)c(OC)c3)c(C(=O)OCC)oc2c1,-4,3,0,2,2,1,11,4,-3,-1.6
COc1ccccc1CCNC(=O)C(=O)NCC1OCCN1S(=O)(=O)c1ccc(C)cc1 (stereo unspecified),-13,-7,-2,-9,1,-1,4,-3,0,-0.6
COc1ccc(Br)cc1CNC(=O)Cc1cccs1,2,6,2,0,-3,-1,-6,4,3,1.7
COc1ccc(NC(=O)C(NC(=O)c2ccccc2)C(C)C)cc1 (stereo unspecified),-2,6,-1,10,-3,3,3,-2,1,0.3
COc1ccc(OC)c(/C=C/C(=O)c2ccc3c(c2)OCO3)c1,-7,-9,-1,-5,2,4,7,0,0,2.3
COc1ccc(-c2[nH]c(-c3cc(OC)c4c(c3)OCO4)nc2-c2ccccc2)cc1,-3,8,3,15,12,3,6,-3,2,-0.9

# Source: PubChem

# The list is partial; the hit share may differ from the screen's.
